# SIRT5 inh: SIRT5 desuccinylase inhibitors, primary screen, biochemical, fluorescence imaging, single point, set 5 | 330,000 compounds, 1.1% hits | Purified SirT5, succinyl-peptide AMC, trypsin-coupled fluorescence | inhibition, % at 15 µM | NAD-dependent protein deacylase sirtuin-5, mitochondrial (Homo sapiens), Q9NXA8; in the data active = inhibition above about 15%; inconclusive = no clear call, values can overlap the other calls
# Target sequence (Q9NXA8 whole entry, looked up): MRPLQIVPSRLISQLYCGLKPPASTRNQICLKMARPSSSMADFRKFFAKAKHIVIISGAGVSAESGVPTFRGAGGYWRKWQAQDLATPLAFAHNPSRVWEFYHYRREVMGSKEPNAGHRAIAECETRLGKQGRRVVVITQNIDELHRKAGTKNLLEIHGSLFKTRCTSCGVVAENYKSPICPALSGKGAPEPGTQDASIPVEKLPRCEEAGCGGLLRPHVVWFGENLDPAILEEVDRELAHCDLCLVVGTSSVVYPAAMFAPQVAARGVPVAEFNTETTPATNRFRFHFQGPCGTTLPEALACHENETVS
# DENV2 CPE: inhibitors of DENV2 cytopathic effect, primary screen, cell-based, plate reader, single concentration; DENV2-infected cells, cytopathic effect rescue; AID 651640, 2012; CPE inhibition, % at 9.99 µM; 350,000 compounds, 1.7% hits; in the data active = CPE inhibition above about 20%, passing the limit was not always enough; inconclusive = no clear call, values can overlap the other calls; tested in BHK-21 cells;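 note: 0% = median of neutral control wells and 100% = median of positive control wells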
# S100A4 MyoIIA: inhibitors of S100A4-myosin IIA peptide binding, primary screen, biochemical, fluorescence polarization, TAMRA-MyoIIA peptide; AID 652163, 2013; inhibition, % at 10.7 µM; 360,000 compounds, 0.14% hits; Protein S100-A4 (Homo sapiens), P26447;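 active = mean inhibition of at least 70% across replicates, with every replicate also reaching that level; inconclusive = mean inhibition reaches 70% but some replicates fall short; inactive = mean inhibition below 70%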
# Target sequence (P26447 whole entry, looked up): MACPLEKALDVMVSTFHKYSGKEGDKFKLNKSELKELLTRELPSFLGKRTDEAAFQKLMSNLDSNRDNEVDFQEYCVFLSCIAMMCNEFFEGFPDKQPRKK
#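 Test system: S100A4 monomer protein; Medium: HEPES pH 7.2 with CaCl2, KCl, NaCl, DTT, Triton; Probe or stimulus: TAMRA-labelled myosin IIA heavy-chain peptide probe, 5 nM; Doses: one dose per compound; Times: polarization read 5 min after assay mix addition, stable 5–60 min; Benchmarks: neutral control DMSO, positive control TFP.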
# Statin myotox sup: suppressors of statin myotoxicity in C2C12 myotubes, primary screen, cell-based, single point, plate reader; C2C12 myotubes + simvastatin, ATP luminescence, 48 h; scaled: DMSO 0, geranylgeraniol control 100; AID 602340, 2012; 330,000 compounds, 0.78% hits; rescue of ATP level, % at 7.49 µM;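 active = mean ATP rescue above about 67%, or every replicate alone reaching that limit, limit read from the data, passing the limit was not always enough; inconclusive = no clear call, values can overlap the other calls; inactive = mean under the limit and some replicate under it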;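 note: myotubes were challenged with 10 µM simvastatin during compound exposure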
# ERp5 inh: inhibitors of ERp5-driven insulin aggregation, primary screen, biochemical, turbidity, absorbance 650 nm, single point; Protein disulfide-isomerase A6 (Homo sapiens), Q15084; 90 min; inhibition, % at 9.99 µM; 350,000 compounds, 0.05% hits;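 active = mean replicate inhibition above about 25%, with every replicate also reaching it, limit read from the data, passing the limit was not always enough; inconclusive = only one of those two criteria met; inactive = neither criterion met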
# Target sequence (Q15084 whole entry, looked up): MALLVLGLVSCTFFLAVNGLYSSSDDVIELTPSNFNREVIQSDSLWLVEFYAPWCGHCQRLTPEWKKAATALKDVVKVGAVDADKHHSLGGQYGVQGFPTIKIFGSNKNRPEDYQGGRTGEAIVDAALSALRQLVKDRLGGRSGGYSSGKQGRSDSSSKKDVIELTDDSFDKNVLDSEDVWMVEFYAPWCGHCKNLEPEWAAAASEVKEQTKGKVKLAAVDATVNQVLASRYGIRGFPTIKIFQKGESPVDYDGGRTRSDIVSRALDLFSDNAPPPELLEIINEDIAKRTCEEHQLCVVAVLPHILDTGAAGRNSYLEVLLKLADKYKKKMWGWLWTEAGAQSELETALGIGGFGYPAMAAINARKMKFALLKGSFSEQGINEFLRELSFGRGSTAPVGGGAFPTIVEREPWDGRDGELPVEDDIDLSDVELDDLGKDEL
# E-sel inducer: E-selectin induction in HUVECs, primary screen, imaging, HUVEC, immunofluorescence imaging, single point; normalized: neutral wells 0, TNF-alpha wells 100; activation, % at 7.58 µM; 260,000 compounds, 0.37% hits; AID 686992, 2013;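 active = mean E-selectin-positive cell signal at least 10% of the positive control, reached in at least 60% of replicates, without over 20% cell loss; inconclusive = no rule given, readout overlaps actives, possibly toxicity-flagged; inactive = the rest, including those meeting only one limit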;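 note: in these data hits start at about 27%; measured in HUVEC primary endothelial cells; signal is the percent of cells scored E-selectin positive by PE staining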
#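 Read-out: % PE-positive cells | Test system: HUVEC | Doses: One compound dose added by pin transfer | Buffer or medium: EGM-2 over gelatin coat | Signal: Immunofluorescence imaging | Benchmarks: TNF-alpha, DMSO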
# PglD inh: C. jejuni PglD acetyltransferase inhibitors, primary screen, biochemical, DTNB colorimetric, single point; purified PglD enzyme, DTNB colorimetric CoA detection; inhibition, % at 12.5 µM; 360,000 compounds, 0.098% hits; AID 602405, 2012; in the data active = inhibition above about 16%, passing the limit was not always enough; inconclusive = no clear call, values can overlap the other calls; note: strong numbers were not always called active
# Numbers without * were called inactive; ? = inconclusive; / = no result given. An excerpt; the hit share may differ from the screen's.
SMILES,SIRT5 inh,DENV2 CPE,S100A4 MyoIIA,Statin myotox sup,ERp5 inh,E-sel inducer,PglD inh
COc1ccc(Cl)cc1-c1cc(C(=O)Nc2ccc(Br)cc2)[nH]n1,/,3,0,-33,8,0.9,0
C[C@@H]1ON(C)[C@H]2C[C@H]3c4[nH]c5c(-c6ccccc6)cccc5c4CCN3C[C@@H]12,2,0,-10,/,3,0.2,/
Cc1ccc(S(=O)(=O)N(C)C[C@@H]2OCCCC[C@H](C)Oc3ccc(NC(=O)c4ccccc4)cc3C(=O)N([C@H](C)CO)C[C@H]2C)cc1,-1,-1,-4,/,-2,/,-1
Cc1ccsc1C(=O)NNC(=O)C1C2C=CC(C2)C1C(=O)O (configuration not stated),0,1,-7,/,-2,/,-7
CN1C(=O)c2cc(NC(=O)c3cccs3)ccc2OC[C@@H]2O[C@H](CC(=O)NCC3CC3)CC[C@H]21,/,4,/,-5,/,0.1,1
C=CCn1c(SCc2cccc(F)c2)nc2cc(C(=O)N3CCC(C(N)=O)CC3)ccc2c1=O,0,-3,1,/,-3,-1.1,0
COc1ccccc1CNS(=O)(=O)c1c(C(=O)N2CCCC2)c(C)n(C)c1C,-4,10,1,1,6,/,-1
O=C(Nc1ccccc1Oc1ccccc1)C1=COCCO1,-4,-7,3,-1,2,-0.4,-1
COc1ccc(S(=O)(=O)N(C)C[C@@H]2Oc3ccc(NC(=O)C4CC4)cc3C(=O)N([C@@H](C)CO)C[C@H]2C)cc1,-3,-6,-6,-16,2,0.7,13
CCOC(=O)c1cc(C#N)c(SCC(=O)c2cc(C#N)c(SC)nc2C)nc1C,-7,5,2,16,-1,/,4
O=C(COc1ccc([N+](=O)[O-])cc1)Nc1ccc(S(=O)(=O)N2CCOCC2)cc1,-4,-5,0,18,0,0.0,-1
CO[C@H]1CN(C)C(=O)c2ccc(NC(=O)c3ccc(F)cc3)cc2OC[C@@H](C)NC[C@@H]1C,-2,2,-7,2,0,0.0,5
COc1cc(C=O)ccc1OCCSc1ccc(C)cc1,-1,6,-3,-42,2,/,-4
COc1cc(NC(=O)c2ccc(-c3cccc([N+](=O)[O-])c3)o2)ccc1NC(=O)C(C)C,3,-3,-6,/,-6,0.0,2
CC(C)(C)c1csc(NC(=O)c2cccnc2Cl)n1,1,4,2,/,2,/,/
O=C(C[C@@H]1C[C@H]2c3cc(NC(=O)Cc4ccncc4)ccc3O[C@H]2[C@@H](CO)O1)NCc1ccc(-c2ccccc2)cc1,10,-5,6,6,2,-0.6,-2
CC(C)CSc1oc(-c2ccco2)nc1S(=O)(=O)c1ccccc1,-2,2,12,/,-4,-0.4,/
COc1ccc(CN(C)C[C@H]2OCCCC[C@@H](C)Oc3ccc(NS(=O)(=O)c4c(C)noc4C)cc3C(=O)N([C@@H](C)CO)C[C@@H]2C)cc1,/,?,/,/,/,-0.1,0
O=C(C[C@@H]1CC[C@@H](NC(=O)Nc2ccccc2F)[C@@H](CO)O1)NCc1ccc(Cl)cc1,2,-6,17,6,-3,-0.1,7
C[C@@H]1CN([C@H](C)CO)C(=O)c2cccc(N(C)C)c2O[C@H]1CN(C)C(=O)Nc1ccc(C(F)(F)F)cc1,/,14,-7,-26,1,/,-1
CC(=O)c1c(C)oc2ccc(N(C(=O)c3ccncc3)S(=O)(=O)c3ccccc3)cc12,1,2,-8,8,-2,-2.5,-3
Cc1noc(C)c1NC(=O)N(C)C[C@H]1Oc2ccc(NS(=O)(=O)c3ccc(F)cc3)cc2CC(=O)N([C@H](C)CO)C[C@H]1C,3,7,12,-2,0,1.0,-2
COc1ccc(C(=O)NC2CC2)cc1OC1CCN(Cc2cc(C)c(C)cc2C)CC1,2,-7,-1,-8,0,-0.8,1
Cn1c(C2CCCCC2)nc2cc(N)ccc21,-1,0,-17,-1,6,/,-2
C[C@H](CO)N1C[C@H](C)[C@@H](CN(C)C(=O)c2cccnc2)Oc2cc(C3=CCCC3)ccc2S1(=O)=O,0,2,9,-12,2,-0.5,1
COc1cc(C2C(C(=O)c3ccco3)=C(O)C(=O)N2CC2CCCO2)ccc1O (configuration not stated),1,-5,1,-4,1,/,-3
O=S(=O)(c1ccccc1)N1CCN(S(=O)(=O)c2ccc(F)cc2)CC1,0,-3,1,14,1,/,-1
NC(=O)C1(NC(=O)[C@@H]2CC3(CC(c4cccc(NC(=O)[C@@H]5CCC(=O)N5)c4)=NO3)CN2C(=O)Cc2ccc(C(F)(F)F)cc2)CC1 (some centres not stated),0,-2,2,6,1,0.0,-1
CCNC(=O)C[C@H]1CC[C@@H]2[C@@H](COc3ccc(NC(=O)c4cccc(C(F)(F)F)c4)cc3C(=O)N2C)O1,/,1,/,18,/,0.1,-2
CCOC(=O)C(=O)N(CC)C1CCS(=O)(=O)C1 (configuration not stated),-1,?,-1,14,2,4.6,-3
CC(C)(C)N(Cc1ccccc1)C(=O)COC(=O)[C@@H]1CCCN1C(=O)c1cccs1,-1,15,-21,/,-1,-0.5,/
CN1/C(=C\C=C2/SC(=S)N(CC(=O)O)C2=O)C(C)(C)c2ccccc21,2,-1,-84,/,-5,/,/
CC(C)C(NC(=O)c1ccc([N+](=O)[O-])cc1Cl)C(=O)N1CCCC1 (configuration not stated),/,-1,-21,5,-1,-0.3,2
COc1ccc(S(=O)(=O)Nc2ccc3c(c2)CC(=O)N([C@H](C)CO)C[C@H](C)[C@H](CN(C)Cc2ccc(Cl)c(Cl)c2)O3)cc1,10,?,5,-9,1,-0.1,-3
Oc1ccc(Nc2ccc3ccccc3c2)cc1,/,-4,2,3,6,0.0,-1
N#C[C@@H]1[C@@H](c2ccc(C#Cc3ccccc3F)cc2)[C@H](CO)N1C(=O)c1cccnc1,3,-3,6,2,0,-0.2,2
S=c1[nH]nc(-c2n[nH]c3c2CCC3)n1/N=C/C=C/c1ccccc1,1,-1,3,/,-11,4.1,-9
C=CCn1c(NCc2ccccc2O)nc2ccccc21,-2,3,-4,-8,5,/,-7
CN1C(=O)c2cc(NC(=O)c3cccc(C(F)(F)F)c3)ccc2OC[C@H]2O[C@H](CC(=O)NCCN3CCCC3)CC[C@H]21,-3,1,-11,-6,8,-0.2,-3
CC(C)CCNC(=O)CCc1nnc2n(CCCOC(C)C)c(=O)c3ccccc3n12,-2,4,-3,-20,5,/,6

# One compound at a time, as listed above. Screens in order: SIRT5 inh | DENV2 CPE | S100A4 MyoIIA | Statin myotox sup | ERp5 inh | E-sel inducer | PglD inh
# CN1C(=O)c2cc(NC(=O)c3cccc(C(F)(F)F)c3)ccc2OC[C@H]2O[C@H](CC(=O)NCCN3CCCC3)CC[C@H]21 is entered as -3 | 1 | -11 | -6 | 8 | -0.2 | -3
# S=c1[nH]nc(-c2n[nH]c3c2CCC3)n1/N=C/C=C/c1ccccc1 is entered as 1 | -1 | 3 | / | -11 | 4.1 | -9

# (list continues)
SMILES,SIRT5 inh,DENV2 CPE,S100A4 MyoIIA,Statin myotox sup,ERp5 inh,E-sel inducer,PglD inh
CCCNC(=O)c1cn(CC)c2cc(N3CCN(C(=O)c4ccco4)CC3)c(F)cc2c1=O,-5,-1,-2,-15,7,-0.3,0
Cn1c(=O)c2c(nc(CN3CCN(C(=O)c4ccco4)CC3)n2CCCc2ccccc2)n(C)c1=O,0,0,1,-10,3,/,-2
COCc1cn(CC[C@@H]2CC[C@@H](NC(=O)Nc3c(C)noc3C)[C@H](CO)O2)nn1,-1,2,-7,-5,-3,0.1,-2
COc1ccc(NC(=O)COC(=O)CCNS(=O)(=O)c2ccccc2)cc1OC,-6,-1,-15,-1,-7,/,0
Cc1cc2c3ccccc3[nH]c(=O)n2n1,3,14,3,-1,1,-0.2,1
C[C@H](NC(=O)C[C@H]1C[C@H]2c3cc(NC(=O)CC4CC4)ccc3O[C@H]2[C@H](CO)O1)c1ccccc1,-3,2,17,4,-5,1.8,-4
C[C@@H]1CN([C@H](C)CO)S(=O)(=O)c2ccc(C#Cc3ccccc3)cc2O[C@@H]1CN(C)C(=O)Nc1ccc2c(c1)OCO2,-3,6,3,67,-2,0.9,-8
CCOc1ccc(OCCSc2ccc(S(=O)(=O)N3CCN(C)CC3)cn2)cc1,-2,-1,-1,-2,1,-0.9,1
CCN1CCN(C2=C(NS(=O)(=O)c3ccc(Br)cc3)C(=O)c3ccccc3C2=O)CC1,4,-3,-1,-19,10,/,2
CON(C)S(=O)(=O)c1cccc(C(=O)NC2CCSc3ccccc32)c1 (configuration not stated),-2,-1,-13,-2,4,/,-4
CCN(CC)CCOC(=O)C1(C2CCCCC2)CCCCC1,-7,20,-8,-14,4,0.0,1
CCNC(=O)[C@@H]1[C@@H](CO)[C@@H]2Cn3c(ccc(-c4ccccc4)c3=O)[C@@H]2N1C(=O)Cc1cccnc1,-18,9,20,-4,3,0.1,-4
Cc1cccc(NC(=O)C2Cc3ccccc3CN2C(=O)OCc2ccccc2)c1C (configuration not stated),/,0,0,/,1,/,/
COc1ccc(NC(=O)C2Cc3c(-c4ccc(Cl)cc4)ccnc3O2)cc1OC (configuration not stated),-6,5,-4,7,2,-0.2,-3
O=C(C[C@@H]1CC[C@@H]2[C@H](COC[C@@H](O)CN2C(=O)c2ccncc2)O1)Nc1ccc(-c2ccccc2)cc1,0,0,-2,-27,-1,0.0,-2
CCOc1ccc(CCNC(=O)c2cc(-c3ccccc3)c(N3CCOCC3)s2)cc1OCC,-6,-4,2,13,-4,/,-7
O=C(NCc1ccncc1)C1CCCCC1,/,/,/,-2,/,-0.7,-3
CCOC(=O)CC1CCCCN1C(=O)c1ccc2oc(CCc3ccccc3)nc2c1 (configuration not stated),14,-5,-4,-6,8,0.6,4
O=C(NCCc1ccc(Cl)cc1)C1COc2ccccc2O1 (configuration not stated),-4,1,0,19,-3,/,-1
O=C(Cn1nnc2ccccc2c1=O)N[C@@H](Cc1ccccc1)C(=O)O,-2,0,5,16,2,4.7,0
NS(=O)(=O)c1ccc(NC(=S)NC2CCCCC2)cc1,2,7,3,/,5,2.4,/
CCCCn1c(-c2csc(CCC)c2)n[nH]c1=S,-3,-6,1,/,-3,0.0,/
FC(F)(F)c1cnc2c(-c3ccccc3)n[nH]c2c1,-4,-4,-2,/,6,/,/
CCn1c(SCC(=O)Nc2ccc(OC)c(OC)c2)nnc1-c1cnccn1,-14,?,1,1,0,/,-4
COC(=O)CCCC1=CC2=CC(=O)C(C)(OC(=O)c3cccs3)C(=O)C2=CN1CCCOC(C)C (configuration not stated),1,6,12,-3,-2,-0.1,-4
Cc1ccc(S(=O)(=O)N[C@@H]2CC[C@@H](CCn3cc(-c4ccccc4F)nn3)O[C@@H]2CO)cc1,-4,-5,-11,-4,-1,1.3,-1
C[C@@H]1CCCCO[C@H](CN(C)Cc2ccc3c(c2)OCO3)[C@H](C)CN([C@H](C)CO)C(=O)c2cc(NS(=O)(=O)c3ccc(F)cc3)ccc2O1,-2,-2,6,/,-5,/,-9
O=C(Nc1cccc2ccccc12)ON=C1CCCCC1,/,4,-7,14,-8,0.3,-6
COCCNc1cc(N)c([N+](=O)[O-])cc1[N+](=O)[O-],2,12,2,/,2,-1.1,/
Cc1cc(NCCCN(C)C)n2c(nc3ccccc32)c1C#N,-13,-6,-6,2,4,0.2,-1
COc1cccc(C(=O)OCC(=O)c2c(N)n(C)c(=O)n(C)c2=O)c1,0,2,0,-2,3,0.1,4
CCN1CCN(C(=O)C2CCN(C(=O)c3cc4sccc4n3CC)CC2)CC1,-8,-11,2,2,11,0.7,-1
